HGIII-sPLA2 inh: human group III sPLA2 inhibitors, primary screen, biochemical, QFRET, BODIPY PC-A2 liposome substrate; inhibition, % at 12.2 µM; AID 743126, 2013; 370,000 compounds, 0.56% hits; Group 3 secretory phospholipase A2 (Homo sapiens), Q9NZ20; QFRET BODIPY PC-A2 liposome hydrolysis, fluorescence;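 active means inhibition above mean plus 3 SD of compounds lying within the high and low control bounds, cut at about 19% in these data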;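 further: 0% = median of test compound wells and 100% = no enzyme DMSO wells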
proKLK7 act: proKLK7 zymogen activators, primary screen, biochemical, fluorescence intensity | AID 652039, 2013 | activation, % at 7 µM | purified proKLK7, EDANS-DABCYL substrate fluorescence; 100% is mature enzyme control, 0% vehicle | 370,000 compounds, 0.9% hits;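 active means activation above the mean of all tested compounds plus 3 SD, computed per campaign excluding outliers beyond control limits, cut at about 13% in these data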
GC-B act: human GC-B receptor activators, primary screen, HEK293 GC-B cells, cGMP TR-FRET, EC30 CNP; Atrial natriuretic peptide receptor 2 (Homo sapiens), P20594; 0% at EC30 CNP, 100% saturating CNP; activation, % at 10 µM; 370,000 compounds, 0.11% hits; AID 1920062, 2024;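 active means activation at 10 µM reaching about 35% in either raw or pattern-adjusted values, limit read from the data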
Target sequence (P20594 whole entry, looked up): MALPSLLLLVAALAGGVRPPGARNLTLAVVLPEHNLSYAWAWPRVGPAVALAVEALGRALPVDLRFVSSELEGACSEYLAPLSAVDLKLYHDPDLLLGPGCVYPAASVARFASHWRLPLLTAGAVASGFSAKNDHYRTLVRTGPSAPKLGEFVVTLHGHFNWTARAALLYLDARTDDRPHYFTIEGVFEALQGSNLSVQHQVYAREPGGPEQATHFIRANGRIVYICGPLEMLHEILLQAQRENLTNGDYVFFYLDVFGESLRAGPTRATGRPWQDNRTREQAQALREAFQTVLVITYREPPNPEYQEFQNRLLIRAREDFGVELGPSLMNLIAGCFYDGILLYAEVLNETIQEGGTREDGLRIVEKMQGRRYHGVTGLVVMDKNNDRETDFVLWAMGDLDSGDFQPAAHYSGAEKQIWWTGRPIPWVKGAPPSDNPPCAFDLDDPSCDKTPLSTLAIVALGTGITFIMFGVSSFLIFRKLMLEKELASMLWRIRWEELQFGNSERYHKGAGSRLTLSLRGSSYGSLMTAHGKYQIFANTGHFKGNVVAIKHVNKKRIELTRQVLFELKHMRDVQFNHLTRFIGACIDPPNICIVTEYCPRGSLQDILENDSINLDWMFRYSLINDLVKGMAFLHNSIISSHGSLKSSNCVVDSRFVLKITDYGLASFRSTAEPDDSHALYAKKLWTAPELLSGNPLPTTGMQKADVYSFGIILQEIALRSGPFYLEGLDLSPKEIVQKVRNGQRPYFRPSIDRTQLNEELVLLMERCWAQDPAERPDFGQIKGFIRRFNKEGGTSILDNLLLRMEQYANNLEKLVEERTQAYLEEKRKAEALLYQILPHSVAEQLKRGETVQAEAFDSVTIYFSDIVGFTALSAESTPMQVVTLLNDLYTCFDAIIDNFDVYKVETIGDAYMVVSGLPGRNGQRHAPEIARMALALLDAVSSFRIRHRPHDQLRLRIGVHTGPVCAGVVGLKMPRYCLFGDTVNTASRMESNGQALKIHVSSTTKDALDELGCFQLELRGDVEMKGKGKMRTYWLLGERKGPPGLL
DDE Tn6 FP inh: inhibitors of Tn6 peptide binding to fibrin DD(E), primary screen, biochemical, fluorescence polarization, human fibrin, Tn6 probe | Fibrinogen beta chain (Homo sapiens), P02675 | AID 720509, 2013 | 370,000 compounds, 0.21% hits | Fibrin DD(E) TRITC-Tn6 fluorescence polarization displacement | inhibition, % at 8.3 µM;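 active means inhibition above a per-campaign cutoff: mean of compounds within control limits plus 3 SD, cut at about 15% in these data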;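 further: 0% = median of all compound wells on the plate and 100% = blocking peptide control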
GC-A act: GC-A stimulated cGMP production enhancers – HEK293 GC-A cells, cGMP TR-FRET, EC30 ANP, primary screen. Atrial natriuretic peptide receptor 1 (Homo sapiens), P16066. 0% at EC30 ANP, 100% saturating ANP. activation, % at 10 µM. 370,000 compounds, 0.14% hits; in the data active means activation above about 40%
ADAM10 inh: human ADAM10 inhibitors, primary screen, biochemical, QFRET, HTS; Disintegrin and metalloproteinase domain-containing protein 10 (Homo sapiens), O14672; recombinant ADAM10, EDANS/DABCYL FRET peptide cleavage, 3 h; inhibition, % at 7 µM; 370,000 compounds, 0.62% hits; AID 720582, 2013;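 active means inhibition above a per-campaign cutoff equal to the mean of compounds falling between control-based bounds plus 3 SD, cut at about 20% in these data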;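 further: 0% = DMSO wells while the 100% control is not disclosed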
rCAG RNA binder: binders of r(CAG) RNA repeats, primary screen, biochemical, fluorescence | r(CAG) RNA repeat, TO-PRO-1 dye displacement fluorescence | inhibition, % at 3 µM | 370,000 compounds, 1.3% hits;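 active means inhibition above the plate cutoff, the mean of all test compounds on that plate plus 3 SD, cut at about 35% in these data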;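 further: 0% = DMSO alone and 100% = 100 µM mitoxantrone as full dye displacement; higher means more dye released from RNA so lower well fluorescence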
ASAP1 inh: inhibitors of human ASAP1 ArfGAP activity, primary screen, biochemical, fluorescence polarization; Arf-GAP with SH3 domain, ANK repeat and PH domain-containing protein 1 (Homo sapiens), …; ASAP1-stimulated ARF1 GTP hydrolysis, GDP FP detection; inhibition, % at 16.5 µM; 360,000 compounds, 0.19% hits; in the data active means inhibition above about 25%;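 further: 0% = vehicle with enzyme and substrate and 100% = no enzyme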
ARFGAP1 inh: inhibitors of rat ARFGAP1 GAP activity, primary screen, biochemical, fluorescence polarization, GDP tracer; ADP-ribosylation factor GTPase-activating protein 1 (Rattus norvegicus), Q62848; Arfgap1-stimulated ARF1 GTP hydrolysis, GDP FP detection; inhibition, % at 16.5 µM; 360,000 compounds, 0.26% hits; AID 651572, 2012;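 active means inhibition above a per-plate limit, mean inhibition of low control wells plus 3 SD, cut at about 25% in these data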;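 further: 0% = DMSO wells with enzyme and 100% = wells lacking Arfgap1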
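Replicates: Single well per compound | Assay system: Truncated rat Arfgap1 GAP domain | Control set: No-Arfgap1 wells (100%) versus DMSO full-reaction wells (0%) | Times: Enzyme reaction 120 min at 25 °C after 20 min preincubation | Reagent: Human ARF1(Δ1-17)-GTP substrate | Measured by: Tracer-displacement fluorescence polarization with EDTA stop, 620/688 nm | Measure: Percent inhibition of Arfgap1-stimulated GTP hydrolysis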
FXN GAA850 act: FXN promoter activators, primary screen, cell-based, luciferase luminescence, HEK293 lucGAA850; 360,000 compounds, 0.56% hits; activation, % at 6 µM; HEK293 lucGAA850 FXN promoter luciferase reporter, 24 h; percent of 10 µM SAHA response; AID 540364, 2011;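 active means activation above the average of all compounds screened plus 3 SD, cutoff fixed separately per campaign, cut at about 7.5% in these data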;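 further: 0% = DMSO wells and 100% = 10 µM SAHA wells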
The depositor's hits bear a star; x = no result given.

SMILES	HGIII-sPLA2 inh	proKLK7 act	GC-B act	DDE Tn6 FP inh	GC-A act	ADAM10 inh	rCAG RNA binder	ASAP1 inh	ARFGAP1 inh	FXN GAA850 act
Cc1nn(-c2ccccc2)c2sc(C(=O)O)cc12	4	-0.3	-3	0	-6	-26	4	-8	17	0.1
COc1cc(OC)cc(-c2nnc(Nc3nc4c(F)cccc4s3)o2)c1	4	-2.9	-1	4	8	-8	25	-4	-3	0.6
CCN(CC)c1nc(C(N)=O)cc(-c2ccccc2)n1	-19	-0.7	1	3	-2	-4	1	17	4	-0.6
O=C(N[C@H](Cc1ccccc1)C(=O)N1CCCN(Cc2cccs2)CC1)[C@H]1O[C@@H](n2ccc(=O)[nH]c2=O)[C@H](O)[C@@H]1O	10	0.4	3	4	-2	-14	2	-8	18	x
CCN(c1ccc(NC(=O)COC(=O)C2CCN(c3ccc(C(F)(F)F)cn3)CC2)cc1)C(C)C	-2	-0.1	-6	1	-7	11	1	-3	15	0.6
COc1ccc(NC(=O)CNC(=O)c2cccs2)cc1Cl	3	-0.2	-2	-1	2	-3	3	-7	9	1.3
FC(F)(F)c1cc(-c2cccs2)nc2nc(N3CCOCC3)sc12	2	-6.5	-2	5	-12	-112	-1	6	-5	1.1
CSc1ccccc1C(=O)C1CCCN(Cc2cnn(-c3ccccc3)c2)C1 (configuration not stated)	-17	0.5	5	7	0	2	-3	13	-2	2.1
O=C(COC(=O)c1cccc(S(=O)(=O)N2CCc3ccccc32)c1)Nc1ncc(Cl)cc1Cl	-2	0.2	-1	-3	-4	1	2	6	1	-0.1
S=C1NC2=C(CCC/C2=C\c2ccc(Cl)cc2)C(c2ccc(Cl)cc2)N1 (configuration not stated)	-5	-0.8	-3	2	-3	6	8	-7	-1	0.5
COc1ccc(C2NN=C(c3c[nH]c4ccccc34)C2O)cc1 (configuration not stated)	-7	-0.4	-2	3	1	-15	21	-2	4	0.1
CCOC(=O)c1ccc2[nH]c3c(c2c1)CCCCC3=O	-9	0.1	21	-1	26	-18	2	-8	-5	8.1*
CC(OC(=O)CN1C(=O)c2ccccc2C1=O)C(=O)NC1CCCCC1C (configuration not stated)	-4	-0.4	1	-3	-3	3	-5	8	-18	2.3
CSc1nc(C)cc(Oc2ccccc2)n1	-3	0.0	-4	1	1	2	5	-6	-10	2.2
Cc1nc(CN(C)C(=O)CC2C(=O)NCCN2Cc2ccc(F)cc2)cs1 (configuration not stated)	3	-0.2	5	4	0	-72	-1	5	2	1.4
CCn1c(SCC(=O)N2CCN(c3ccc(F)cc3)CC2)nc2ccccc2c1=O	8	0.1	6	7	3	0	1	5	11	-2.1
Cc1ccc(-c2csc(NC(=O)Cc3ccc(F)cc3)n2)o1	-8	0.1	7	-2	1	7	14	0	10	2.1
O=C(O)c1ccc(COCC(F)(F)F)cc1	1	0.3	3	-9	-6	9	2	3	12	1.4
O=C1CC(/C=C/c2ccc([N+](=O)[O-])cc2)=Nc2ccccc2N1	-4	-0.2	-1	4	0	13	19	8	24	-1.9
COc1ccc(Cl)cc1NS(=O)(=O)c1ccc2c(c1)NC(=O)CCS2	-11	0.0	-3	0	1	5	9	-4	11	-0.1

2 entries from above, comma-delimited:
molecule,HGIII-sPLA2 inh,proKLK7 act,GC-B act,DDE Tn6 FP inh,GC-A act,ADAM10 inh,rCAG RNA binder,ASAP1 inh,ARFGAP1 inh,FXN GAA850 act
CCn1c(SCC(=O)N2CCN(c3ccc(F)cc3)CC2)nc2ccccc2c1=O,8,0.1,6,7,3,0,1,5,11,-2.1
Cc1ccc(-c2csc(NC(=O)Cc3ccc(F)cc3)n2)o1,-8,0.1,7,-2,1,7,14,0,10,2.1

(list continues)
SMILES	HGIII-sPLA2 inh	proKLK7 act	GC-B act	DDE Tn6 FP inh	GC-A act	ADAM10 inh	rCAG RNA binder	ASAP1 inh	ARFGAP1 inh	FXN GAA850 act
COc1cc(C2CC(=O)C=C(O)C2)cc(OC)c1OC (configuration not stated)	-3	-0.6	5	5	3	-2	10	-3	-1	0.8
O=C(CSc1nc(O)cc(=O)[nH]1)N1c2ccccc2Sc2ccccc21	9	0.5	-7	3	1	5	24	-6	-2	3.0
Cc1nc(SCC(=O)NC2CCCCC2)[nH]c(=O)c1C	5	-0.2	6	-1	1	5	2	-3	3	0.1
Cc1cccc2sc(NC(=O)c3cccc(S(=O)(=O)N4CCc5ccccc54)c3)nc12	-8	-0.3	-35	-3	-29	-13	3	-2	1	2.0
CCOC(=O)[C@H]1[C@H]2COc3ccccc3[C@@H]2N2C(=O)[C@@H](C)NC(=O)[C@@]12C	12	-1.5	8	4	0	-41	1	-12	-3	-0.6
COc1ccccc1N1CCN(CC(=O)Nc2nc(C)c(C(=O)N(C)C)s2)CC1	-4	0.1	4	6	-2	4	-4	-5	-9	3.5
CCOc1nc2c(c(=O)n(C)c(=O)n2C)n1Cc1ccccc1Cl	9	-0.2	16	-4	10	0	-4	-2	1	-1.9
COc1ccccc1CNC(=O)Cn1cc(Br)ccc1=O	-1	1.0	-4	1	1	-6	-1	0	3	2.2
CC(=O)Nc1ccc(NC(=O)Cc2ccc(S(=O)(=O)N3CCCCC3)cc2)cc1	-4	-0.4	1	9	6	4	4	-2	-12	-1.1
CCCCCCCCN1C(=O)[C@@H](CC(=O)NCCC(C)C)C[C@@]2(C(=O)OC)C1=C[C@H](C(C)(C)C)O[C@@H]2C	-2	-0.6	4	16*	1	2	0	-9	3	x
CCOC(=O)N1CCN(S(=O)(=O)c2ccc3c(c2)CCN3C(=O)C2CC2)CC1	-6	0.5	0	6	0	1	-7	-1	-15	0.0
CC(C)Cc1cc(C(=O)O)c2ccccc2n1	-1	0.1	2	-2	-4	1	-1	-3	-7	1.4
N#CC1=C(N)N=C(SCc2cccc3ccccc23)C(C(N)=O)C12CCCCC2 (configuration not stated)	-13	-0.5	-4	-8	-10	-5	2	3	6	-2.1
C=CCc1cc(OC)ccc1OCCCCn1cncn1	-1	0.6	-1	-2	5	-5	-5	-1	3	1.5
O=C1CN(C(=O)CSc2nc(-c3ccccc3)cs2)c2ccccc2N1	6	-0.5	1	-3	-7	-9	2	1	9	-0.1
CC(=O)O[C@@H]1[C@H](OC(=O)CC(C)C)c2c(ccc3ccc(=O)oc23)OC1(C)C	5	1.4	-3	-1	-1	-106	-6	5	5	-1.7
COc1cccc(Oc2cnc(N)nc2-c2ccc(OC)cc2O)c1	-9	0.1	-19	-7	-25	7	-2	10	-4	-3.9
Nc1scc(-c2ccncc2)c1Cl	1	-0.4	-2	-1	6	2	7	3	2	1.2
CC(O)[C@H]1CNC(=O)C(=O)N1CC(C)(C)C (some centres not stated)	9	0.4	4	-5	1	-4	1	7	1	1.9
CC1=C(c2ccccc2)CCC1=O	3	-0.3	3	2	1	-1	4	10	-4	1.7
Cc1cccc(OCCCC(=O)Nc2nc3ccccc3[nH]2)c1	1	-0.6	-3	-4	-1	4	-1	-7	-3	0.4
Cc1oc2c(c1C(=O)NCc1ccccc1)CCCC2	-2	0.3	3	4	3	0	-1	2	-14	1.0
Cc1ccccc1S(=O)(=O)NC(=O)C1(C)CCN1C(=O)CCc1cccs1 (configuration not stated)	-5	-1.4	4	7	2	-2	4	-6	-9	2.0
CC(C)NC(=O)NC(=O)COC(=O)c1ccc(S(=O)(=O)NCc2ccco2)cc1	4	-0.5	-2	1	3	-11	4	-11	-7	-0.7
Cc1cccnc1NC(=O)c1ccc(C(=O)c2ccccc2)cc1	14	0.3	29	-7	9	-12	-2	-18	-6	2.0
Cc1cccc(N/C(N)=N/c2nc3c(c(=O)[nH]2)CCCC3)c1	-1	0.3	-15	-2	-1	0	-1	9	10	1.8
CCCCOn1c(C)c(C(C)=O)c2c3no[n+]([O-])c3ccc21	1	-1.1	8	-1	10	6	1	12	12	0.3
Cc1cccnc1NC(=O)c1ccccc1-c1ccccc1C(=O)Nc1ncccc1C	0	0.7	-4	-4	-2	7	-1	0	-5	0.5
CC(C)NC(=O)NC(=O)COC(=O)c1ccccc1Oc1ccccc1	-11	0.3	-1	-9	-1	-7	-6	0	8	-2.7
CCC(=O)Nc1ccc(NC(=O)c2cccc3c(Br)cccc23)cc1	0	0.2	-3	5	-5	0	-2	0	-10	1.5
CCn1c2ccccc2c2cc(C=Nn3c(-c4ccccc4C)n[nH]c3=S)ccc21	9	1.6	-7	-1	0	-18	49*	x	x	x
OC(c1ccccc1)(c1ccccc1)C1CCN(CCCOc2ccc(C(F)(F)F)cc2)CC1	-16	0.9	-8	-13	-11	11	0	3	7	x
CCCCN1C(=O)C(=O)N(CC(=O)c2cc(C)n(-c3cc(C)on3)c2C)C1=O	-7	-0.1	0	4	-1	-5	2	-5	-2	1.4
O=Cc1ccc2noc(-c3ccc(Cl)cc3)c2c1	1	-4.7	0	-5	-2	-88	18	9	-17	4.2
COc1ccc(C(=O)Nc2nc3c(s2)CCCC3)cc1S(=O)(=O)N1CCCc2ccccc21	1	-20	-1	-11	1	-6	20	8	20	-7.1
COc1cccc(CC2(CO)CCCN(C/C=C/c3ccccc3OC)C2)c1 (configuration not stated)	-15	0.0	-13	6	-12	-3	-5	-16	-6	-2.2
COc1ccc(NC(=S)N(Cc2cccnc2)Cc2ccco2)cc1	2	-0.4	-2	8	4	-1	-3	-12	-17	0.2
CCOC(=O)[C@H]1[C@H]2COc3ccc(Br)cc3[C@@H]2N2C(=O)c3ccc(Cl)cc3NC(=O)[C@@]12C	0	0.1	-6	2	-7	-1	6	6	3	-9.5
CC(=O)c1ccc(NC(=O)N[C@@H](CC(C)C)C(=O)O)cc1	-4	0.6	-8	0	0	1	3	22	0	-1.3
CCCCc1nnc(SC(C)C(=O)Nc2nccs2)n1C (configuration not stated)	2	-0.3	6	2	1	-6	0	0	11	-1.1
CCN(Cc1ccc(OC)c(F)c1)C(C)C(=O)Nc1ccc(S(=O)(=O)N2CCCC2)cc1 (configuration not stated)	-16	-0.1	4	-3	2	11	3	-9	-4	2.5
CC1CCCN(S(=O)(=O)c2cc3c4c(c2)CCN4C(=O)CC3)C1 (configuration not stated)	0	-0.3	3	6	2	3	0	-1	-6	1.5
CCOc1ccc(CCN2C(=S)N([C@@H](CC(C)C)CN3CCCC3CN3C(=S)NC[C@@H]3CC(C)C)C[C@@H]2Cc2ccccc2)cc1 (some centres not stated)	-3	0.5	6	0	3	-1	2	0	-3	0.0

Source: PubChem BioAssay
